Assay outcomes as filed in PubChem.
NR2E3 ag: NR2E3 (human) agonism | AID 2300 | hit rate 0.12% among 320,000 | inhibition of corepressor binding, % at 4.78 µM | GST-NR2E3/biotin-RetCOR TR-FRET, 1536-well | Q9Y5X4;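 active means percent inhibition above the cutoff of mean plus 3 SD of all tested compounds, set per screening campaign, cut at about 20% in these data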;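 further: 0% = DMSO wells and 100% = biotin wells as full block of FRET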
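Assay system: NR2E3–RetCOR corepressor complex. Quantity: 1.35 nM GST-NR2E3. Buffer or medium: pH 7.5 Tris-based buffer. Reagent: biotinylated RetCOR corepressor at 7 nM final. Schedule: 5 h at 4 °C. Detection: TR-FRET, emission read at 617 and 671 nm. Replicates: one well per compound, singlicate testing.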
* hit, by the source's call. Not all compounds are listed; the hit share may differ from the screen's.

SMILES	NR2E3 ag
CCC(=O)O[C@]1(C(=O)SCF)[C@H](C)C[C@H]2[C@@H]3C[C@H](F)C4=CC(=O)C=C[C@]4(C)[C@@]3(F)[C@@H](O)C[C@@]21C	-7
COc1ccccc1OCCNCC(O)COc1cccc2[nH]c3ccccc3c12 (stereo not given)	-2
